Bioassay records (PubChem)
UPR CHOP act = activators of apoptotic arm of unfolded protein response (CHOP); CHO-CHOP luciferase reporter, UPR activation, luminescence; percent of tunicamycin response over DMSO baseline; activation, % at 10 µM; 330,000 compounds, 0.34% hits; AID 449763;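 active means at 10 µM dose, activation of 40% or more, normalized to positive control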;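 further: 100% = tunicamycin at 10 µg/mL and 0% = DMSO alone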
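measured by = luciferase luminescence | assay system = CHO-CHOP cells, stable luciferase reporter of PERK-eIF2a-CHOP signalling | amount = 500 reporter cells seeded per well | timing = 6 h compound exposure at 37 °C after overnight seeding | controls = positive tunicamycin 10 µg/mL, negative DMSO alone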
APJ antag = APJ receptor antagonism | P35414 | CHO-K1 APJ beta-arrestin complementation, luminescence | inhibition, % at 20 µM | 330,000 compounds, 0.32% hits | AID 2521;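 active means inhibition above about 40% at 20 µM, limit read from the data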;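 further: cells challenged with 10 nM apelin-13 agonist together with compound; plate controls were apelin-13 plus DMSO wells for no effect and DMSO wells lacking apelin-13 for full effect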
Target sequence (P35414 whole entry, looked up): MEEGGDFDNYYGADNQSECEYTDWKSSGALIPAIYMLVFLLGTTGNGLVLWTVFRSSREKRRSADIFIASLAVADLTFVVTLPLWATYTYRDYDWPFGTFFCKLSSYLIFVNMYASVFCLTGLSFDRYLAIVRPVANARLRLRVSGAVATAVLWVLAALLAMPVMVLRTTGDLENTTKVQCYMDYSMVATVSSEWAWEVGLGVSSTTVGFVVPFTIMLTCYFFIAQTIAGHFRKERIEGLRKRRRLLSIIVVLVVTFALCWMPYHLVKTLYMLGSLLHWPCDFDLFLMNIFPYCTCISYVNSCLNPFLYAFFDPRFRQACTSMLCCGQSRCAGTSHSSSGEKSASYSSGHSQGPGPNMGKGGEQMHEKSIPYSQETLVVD
UPR XBP1 act = adaptive UPR (XBP1) activation | 330,000 compounds, 0.33% hits | CHO-XBP1 luciferase reporter, IRE1-XBP1 UPR activation, luminescence; percent of tunicamycin response, DMSO as zero | AID 463104 | activation, % at 20 µM;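 active means versus positive control, 20 µM dose yields 30% or more activation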;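 further: 100% = tunicamycin at 10 µg/mL and 0% = DMSO only wells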
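Material: CHO-XBP1 cells stably carrying IRE1-XBP1-driven luciferase reporter | Medium: F12 with 10% serum | Compound dosing: 20 µM single concentration, DMSO 1% | Incubation: Overnight seeding at 37 °C, 6 h compound treatment at 37 °C | Detection: Steady-Glo luminescence read | Read-out basis: % activation of reporter signal versus tunicamycin and DMSO controls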
APJ ag = APJ receptor agonism; P35414; CHO-K1 APJ PathHunter beta-arrestin, luminescence; 0% DMSO wells, 100% apelin; activation, % at 20 µM; 330,000 compounds, 0.11% hits; AID 2520;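 active means activation more than six SD over the plate average, tested at 20 µM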;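 further: 0% = DMSO alone and 100% = apelin-13 at 10 nM; some results filed as inactive read as strong as hits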
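Test system – PathHunter CHO-K1 APJ (AGTRL-1) beta-arrestin reporter cells · Input – 1000 cells/well · Compound – single test compound dose, 20 µM final, 1% DMSO · Times – compound stimulation 90 min at 25 °C, detection 60 min · Technique – beta-gal luminescence · Read-out basis – APJ–arrestin association signal · Control set – negative DMSO alone, positive Apelin-13 at 10 nM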
tim23-1 inh = growth inhibitors of tim23-1 mutant yeast; inhibition, % at 20 µM; 330,000 compounds, 1.3% hits; S. cerevisiae tim23-1 growth, BacTiter-Glo luminescence, 24 h;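 active means growth inhibition of the mutant yeast at or above 50%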;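 further: temperature-sensitive mutant grown at 25 °C; plate controls were DMSO-treated mutant yeast for no effect and medium wells lacking yeast for full effect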
697 NFkB inh = lowers PMA/ionomycin-induced NF-kB signal in 697 B cells. AID 435022. inhibition, % at 4 µM. 330,000 compounds, 0.33% hits. 697 B-cell NF-kB luciferase reporter, 16 h; in the data active means inhibition above about 35%
Mdm2 MdmX PPI = inhibitors of human Mdm2/MdmX interaction | O15151+Q00987 | SaOS-2 split-luciferase Mdm2/MdmX complementation, luminescence | inhibition, % at 8 µM | 330,000 compounds, 3% hits | AID 485346;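 active means inhibition of at least 50% at 8 µM in the primary screen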
Jurkat NFkB inh = lowers PMA/ionomycin-induced NF-kB signal in Jurkat cells; inhibition, % at 4 µM; PMA/ionomycin-induced NF-kB luciferase reporter, luminescence; 330,000 compounds, 0.53% hits; AID 435003; in the data active means inhibition above about 50%
* hit, by the source's call; . = no result given.

Sequence of screens: UPR CHOP act, APJ antag, UPR XBP1 act, APJ ag, tim23-1 inh, 697 NFkB inh, Mdm2 MdmX PPI, Jurkat NFkB inh
- COCCCNC1CS(=O)(=O)CC1O (stereo not drawn)
 : -0.1, -25, -3, -5, 2, 14, 24, -13
- COc1ccc(NC(=O)CN2CCN(CC(=O)Nc3ccc(F)cc3)CC2)cc1Cl
 : -0.6, -10, -2, -3, 4, 16, 0, -17
- CCOc1ccccc1NC(=O)C12CC3CC(C1)CC(c1ccc(C)cc1)(C3)C2
 : -1.2, 9, -2, -4, 4, -6, 15, -3
- O=C1Nc2ccccc2C(O)(C(=O)NC2CC2)N1c1ccc(Cl)c(Cl)c1 (stereo not drawn)
 : 0.5, 5, -3, -4, 3, 16, -10, 1
- CC(C)(C)n1cnc2cc(NS(=O)(=O)c3ccc(Br)cc3)ccc21
 : -2.1, 0, -4, 2, 5, -5, 8, 3
- Cc1c(Cl)cccc1NC(=O)Nn1cnnc1
 : -1.0, 3, -1, 1, 3, 11, 0, -6
- CC(C)(C)c1ccc(C(=O)NCc2nnc(SCC(=O)N3CCCc4ccccc43)n2-c2ccccc2)cc1
 : 0.6, -2, 1, 3, 8, -14, 6, -20
- COc1ccc(OC)c(CNC(=O)C2CCN(S(=O)(=O)N3CCC(C)CC3)CC2)c1
 : 5.9, 10, -4, 1, 15, 15, 4, 13
- COc1cc(C(=O)NC2=NCCS2)cc(OC)c1OC
 : 0.1, -7, -1, 2, 9, 9, 31, -11
- Cc1ccc(-c2ccnc(-c3ccc(O)cc3)n2)cc1
 : 5.0, 0, 34*, 4, 28, -36, -37, -31
- Cc1nn(-c2ccc(F)cc2)c2sc(C(=O)OCC(=O)N3CCC(C)CC3)cc12
 : 0.6, 18, 2, -4, 12, 11, 29, 7
- CC(C)(C)S(=O)(=O)c1cnc2c(-c3ccc(F)cc3)cnn2c1N
 : 4.3, -7, 7, -3, 15, -70, 2, -68
- Cc1ccc(C(=O)Nc2nccc(-c3cccs3)n2)cc1
 : 4.6, -9, 1, -1, 2, -20, -23, -18
- COc1ccc(-c2csc(NC(CO)c3nc4ccccc4n3CCOCCO)n2)cc1 (stereo not drawn)
 : 2.7, 9, 5, 9, 10, -15, -5, -8
- O=c1c(-c2ccc(O)cc2)coc2cc(OC3OC(CO)C(O)C(O)C3O)ccc12 (stereo not drawn)
 : 2.4, -7, 6, 0, 12, -96, -14, 6
- COc1ccc(/C=C(\C#N)C(=O)NCc2cccnc2)cc1OC
 : -2.0, -11, -3, 4, 31, 20, 27, -8
- Cc1ccccc1NC(=O)COC(=O)/C=C/c1cn(-c2ccccc2)nc1-c1cccnc1
 : 0.4, -18, -3, 2, 6, 12, -6, 4
- CCN(CC)CCOC(=O)c1cccc(Cl)c1
 : -1.0, 1, -8, 1, -3, 10, 9, 19
- O=C1CC(Nc2cc(=O)[nH]c(=O)[nH]2)C(=O)N1c1ccccc1Cl (stereo not drawn)
 : 0.7, -4, -2, -2, 23, -6, 4, 3
- C[C@H]1CCC[C@@]2(O[C@H](CCO)C[C@H](O)[C@H]2O)O1
 : -0.7, 7, 0, -4, 7, 20, -22, 0
- O=C(NCc1ccc(Cl)cc1)C1CCC(CNc2c(N3CCCCC3)c(=O)c2=O)CC1 (stereo not drawn)
 : 3.5, -36, 0, -2, 13, 22, -25, 3
- CCOC(=O)c1cnc2c(c(C)nn2C)c1Oc1ccccc1F
 : 1.9, 22, 0, 2, 23, -2, 10, 7
- CN(C(=O)CSc1nnc(-c2ccc(Cl)cc2)n1C)C1CCS(=O)(=O)C1 (stereo not drawn)
 : -1.5, 19, 0, -1, -4, 15, -1, -6
- CCOC(=O)c1c(NC(=O)CN2C(=O)C(=O)N(CC(C)C)C2=O)sc(C)c1CC
 : -0.3, 11, -1, -7, 16, -21, 9, 9
- COc1ccccc1CNC(=O)C(C)n1cccc1C(=O)c1ccccc1 (stereo not drawn)
 : -0.6, 9, -6, -3, 30, -5, 5, -7
- O=C(NCCc1ccc(F)cc1)c1ccc2nccnc2c1
 : 1.4, 13, -3, -4, 0, -126, -51, -119
- CCOC(=O)/C=C1\CC(C(=O)OCC)Oc2c(OC)cccc21 (stereo not drawn)
 : 2.9, ., 3, ., 31, -13, 5, .
- COc1ccc2sc(NC(C)=O)nc2c1
 : 4.7, -19, 2, -1, 12, -110, -56, -73
- Cc1cccc(C(P(=O)(c2ccccc2)c2ccccc2)P(=O)(c2ccccc2)c2ccccc2)n1
 : 0.3, 1, -4, -4, 30, -2, 19, -1
- CCC(c1nnnn1Cc1ccc(F)cc1)N(CCCO)Cc1cc2cc3c(cc2[nH]c1=O)OCO3 (stereo not drawn)
 : 1.8, 1, -2, 2, 14, 4, 19, 6
- c1cc2c(cn1)cnc1cscc12
 : -0.1, 1, 4, -1, -1, 10, 3, 7
- O=C(CCN1C(=O)C2C3C=CC(C4CC34)C2C1=O)OCC(=O)c1ccccc1 (stereo not drawn)
 : 2.3, 5, -7, -1, 18, 11, 1, 6
- Cc1cc(C)cc(C(=O)NC(CC(N)=O)c2ccc(NCCN3CCOCC3)c([N+](=O)[O-])c2)c1 (stereo not drawn)
 : 0.5, -7, 3, -3, 2, 8, 2, 8
- O=C1C=C(c2cccc(Cl)c2O)C[C@@H](c2ccc(Cl)cc2)C1
 : 0.7, -2, -2, -8, 57*, 16, 1, -2
- O=c1[nH]nc(Cc2ccc(Cl)cc2Cl)c2ccccc12
 : -0.7, 11, -2, -3, -1, 31, 30, -4
- CCN(Cc1ccccc1)C(=O)CSc1n[nH]c(N)n1
 : 1.2, 6, -8, 1, 1, 4, 22, 7
- NC(=O)C1CCN(C2=C(Cl)C(=O)c3ccccc3C2=O)CC1
 : 394*, -2, 4, 2, 32, 34, 12, 0
- COc1ccccc1CC(=O)Nc1ccc(S(=O)(=O)N2CCN(C)CC2)cc1
 : 1.8, 5, -1, -1, 9, 5, 35, -4
- CSc1ccccc1NC(=O)CN(C)C(=O)c1ccc(-n2cccn2)cc1
 : 1.4, 5, 1, -3, 13, 3, -19, 14
- COc1ccccc1OCc1nnc(SCC(=O)Nc2nnc(C3CC3)s2)n1C
 : 1.8, 2, -4, 0, -3, 11, 2, 1
- O=C1Nc2ccccc2C1(O)C/C(=N/O)c1ccccc1 (stereo not drawn)
 : 0.9, -8, 1, 3, 12, -10, 8, -8
- CCC(C)NC(=O)C1(C)CCC(=O)N1Cc1ccccc1OC (stereo not drawn)
 : 1.5, 8, 0, -1, 20, -8, -26, 1
- O=C(Cn1cc2c(n1)CCCC2)N1CCc2ccccc21
 : -2.1, 8, -4, -3, 4, 18, -13, 0
- CCOc1ccc(/C=C/C(=O)c2c(O)cc(C)oc2=O)cc1
 : 21, 7, -1, 2, 43, -102, -33, -70
- COc1ccc2nc(-c3ccc(N)cc3)[nH]c2c1
 : -5.1, -6, -4, -1, 23, -6, -9, -107
- N#CCCn1cc(C(=O)Nc2ccc([N+](=O)[O-])cc2)c(-c2cc3ccccc3o2)n1
 : 0.5, 20, 14, -3, -2, 26, 22, -5
- Cc1ccc(NC(=O)NC2=NN(c3ccccc3)C(=O)/C2=C2/CCCN2C)cc1
 : 2.7, -5, 12, -3, 12, -24, -35, -17
- CN(C)c1ccc(NC(=O)c2ccc3c(c2)nnn3C)cc1
 : 1.5, 2, 0, -4, 5, 13, -39, -4
- N#Cc1ccsc1NC(=O)COC(=O)CCS(=O)(=O)c1ccccc1
 : -2.6, -11, 0, 1, 18, -22, -3, -2
- CN(C(=O)COC(=O)c1cccnc1Nc1ccccc1F)C1CCS(=O)(=O)C1 (stereo not drawn)
 : 0.9, 7, -1, -1, 2, -3, -16, 3
- CC1(C)CC2(CC(c3ccc(F)cc3)c3ccc(O)cc3O2)NC(=S)N1 (stereo not drawn)
 : 1.4, -21, 0, -3, 7, 15, 0, 2
- Cc1nn(C)c(C)c1S(=O)(=O)N(CC(=O)Nc1nccs1)c1ccc(C(C)C)cc1
 : -1.4, 10, -3, -3, 12, 13, 11, 15
- COc1ccc(S(=O)(=O)NCCc2ccccc2)cc1OC
 : 1.4, 9, -2, 0, -5, 3, 8, 9
- COc1cc(C2CC(c3cccs3)=NN2C(=O)CCl)ccc1OC(F)F (stereo not drawn)
 : -7.9, -1, -13, 3, 56*, -5, 99*, -14
- O=C(C1COc2ccccc2O1)N1CCCC1 (stereo not drawn)
 : 2.4, -13, 0, -1, -8, 13, 27, 10
- CC(=O)N1CCN(C(=O)C(Cc2c[nH]c3ccccc23)NC(=O)c2ccccc2Cl)CC1 (stereo not drawn)
 : 0.7, -8, 4, -1, -4, 11, 21, -1
- CCOC(=O)[C@@H]1[C@H]2COc3ccc(Br)cc3[C@@H]2N2C(=O)N(c3cccc(F)c3)C(=O)[C@]12C
 : 0.8, 14, -1, 2, 34, -4, -7, -16
- O=C(CN(C(=O)c1csnn1)c1cccc(C(F)(F)F)c1)NCCc1ccccc1
 : 1.1, -12, -2, -2, 7, -1, -4, 13
- Cc1ccc(C(=O)OC2CCOC2=O)cc1NC(=O)c1ccco1 (stereo not drawn)
 : 1.3, 8, -1, -5, -1, 3, 20, -3
- C=CCc1cccc(Cl)c1OCCCNC1CCCC1
 : 1.0, 15, 0, -2, 0, -19, -14, -6

Brought forward from above: three compounds; new compounds follow.
Sequence of screens: UPR CHOP act, APJ antag, UPR XBP1 act, APJ ag, tim23-1 inh, 697 NFkB inh, Mdm2 MdmX PPI, Jurkat NFkB inh
- O=C(CN(C(=O)c1csnn1)c1cccc(C(F)(F)F)c1)NCCc1ccccc1
 : 1.1, -12, -2, -2, 7, -1, -4, 13
- Cc1ccc(C(=O)OC2CCOC2=O)cc1NC(=O)c1ccco1 (stereo not drawn)
 : 1.3, 8, -1, -5, -1, 3, 20, -3
- C=CCc1cccc(Cl)c1OCCCNC1CCCC1
 : 1.0, 15, 0, -2, 0, -19, -14, -6
- CC(C)c1nnc(NC(=O)c2nc(S(=O)(=O)Cc3ccc(F)cc3)ncc2Cl)s1
 : 80*, 0, -10, 3, 15, -152, 100*, -5
- O=C(Nc1cc(C(F)(F)F)ccc1N1CCOCC1)c1ccc[n+]([O-])c1
 : -1.7, -14, -3, -1, 8, 11, 13, -13
- CCCn1c(-c2ccncc2)n[nH]c1=S
 : 3.2, -16, -1, 2, 1, 22, 28, 1
- CCCC(CCC)C(=O)Nc1ccc2c(c1)N(C(=O)CCN1CCN(C)CC1)c1ccccc1CC2
 : -1.4, 7, -2, -1, -2, 9, 25, -13
- CCn1nc(NC(=O)c2ccncc2)c2cc3ccccc3nc21
 : 2.9, -4, 4, -5, 2, 1, -30, -3
- CCOc1ccc(NC(=O)CCc2c(C)noc2C)cc1OC
 : 2.1, 1, 2, 3, 14, 8, -3, -16
- Cn1nc(C(=O)Nc2ccc(S(=O)(=O)N3CCCCC3)cc2)ccc1=O
 : -1.8, 2, -1, 0, 13, 20, 3, -4
- CCc1cc(C(=O)Cc2nc3ccccc3s2)c(O)cc1OCC(=O)O
 : 1.2, 20, 0, -7, 2, 12, 32, 8
- CN(C(=O)c1c(Cl)nc2sccn12)C1CCCCC1
 : -1.3, 16, -2, -5, 20, -4, 13, 9
- O=C(COc1ccccc1)OCc1cc(-c2ccco2)on1
 : 0.6, -5, 0, -3, 18, 12, -7, -9
- COC(=O)c1ccc(COC(=O)c2cnc(Cl)c(Cl)c2)cc1
 : -0.7, 7, 9, -2, 12, -29, 1, -26
- Cc1ccc(SC(C)C(=O)NC2CC2)cc1 (stereo not drawn)
 : 6.0, 15, 0, 10, 4, 3, 32, 15
- CCOc1cccc(-c2nn3c(-c4ccccn4)nnc3s2)c1
 : 2.5, 16, -1, -3, 49, -23, -21, -1

No enrichment for hits. Share with any hit: about 5%.
